BLM inh = qHTS Assay for Inhibitors of Bloom's syndrome helicase (BLM). Potency, µM (titrated, usually from 56.1 µM), inactives show top-dose activity change, negative = inhibition, hits mostly inhibitors. 350,000 tested, 0.2% active. RecQ-like DNA helicase BLM (Homo sapiens), P54132. recombinant BLM DNA unwinding, fluorescence dequenching;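 further: potency means the concentration at half of the fitted maximal effect; plate controls were vehicle for no effect and no enzyme for full effect; nearly all actives have a fitted effect of over 35% in size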
POLH inh = qHTS for Inhibitors of Polymerase Eta | recombinant Pol eta, fluorescent DNA replication assay | 390,000 tested, 1.2% active | Potency, µM (highest dose often 114 µM), inactives show at the top dose activity change, negative = inhibition, hits mostly inhibitors; further: potency means the concentration at half of the fitted maximal effect; on the % scale 0 is the no-effect control and ±100 the full control effect
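Pol eta at 10 nM preincubated with compounds 15 min at room temperature; reaction started with fluorescent substrate (50 nM final) and read kinetically at 0 and 10 min.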
Pol kappa inh = qHTS for Inhibitors of Polymerase Kappa. DNA polymerase kappa (Homo sapiens), Q9UBT6. purified Pol kappa, fluorescent DNA synthesis assay, 10 min. Potency, µM (highest dose often 107 µM), for inactives: top-dose activity, negative = inhibition, hits mostly inhibitors. 400,000 tested, 0.53% active; further: potency means the concentration at half of the fitted maximal effect; on the % scale 0 is the no-effect control and ±100 the full control effect
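Enzyme at 10 nM met test compounds for 15 min at room temperature. Substrate addition (50 nM final) began the reaction, which was monitored by fluorescence at 0 and 10 min.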
RXFP1 antag = qHTS Assay for Antagonists of the Relaxin Receptor RXFP1 | Relaxin receptor 1 (Homo sapiens), Q9HBX9 | HEK293-RXFP1, relaxin-stimulated cAMP HTRF, 30 min; hits give low values | activity change, negative = inhibition, % at 57.5 µM | 350,000 tested, 0.59% active | AID 1259400, 2018;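 active means activity change of -60% or lower, but not beyond a set lower limit; inconclusive means change between -60% and -40%, or beyond the set limit; inactive means change above -40%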; further: on the % scale 0 is the no-effect control and ±100 the full control effect
APEX1 inh = qHTS Assay for Inhibitors of the Human Apurinic/apyrimidinic Endonuclease 1 (APE1); DNA repair nuclease/redox regulator APEX1 (Homo sapiens), P27695; Potency, µM (series often up to 65.8 µM), inactives show top-dose activity change, negative = inhibition, actives largely listed as inhibitors; AID 2517, 2012; recombinant APE1, TAMRA/BHQ-2 abasic DNA cleavage fluorescence; 350,000 tested, 0.35% active;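 further: potency means the concentration at half of the fitted maximal effect; plate controls were vehicle for no effect and reference inhibitor for full effect; nearly all actives have a fitted effect of over 55% in size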
Target sequence (P27695 whole entry, looked up): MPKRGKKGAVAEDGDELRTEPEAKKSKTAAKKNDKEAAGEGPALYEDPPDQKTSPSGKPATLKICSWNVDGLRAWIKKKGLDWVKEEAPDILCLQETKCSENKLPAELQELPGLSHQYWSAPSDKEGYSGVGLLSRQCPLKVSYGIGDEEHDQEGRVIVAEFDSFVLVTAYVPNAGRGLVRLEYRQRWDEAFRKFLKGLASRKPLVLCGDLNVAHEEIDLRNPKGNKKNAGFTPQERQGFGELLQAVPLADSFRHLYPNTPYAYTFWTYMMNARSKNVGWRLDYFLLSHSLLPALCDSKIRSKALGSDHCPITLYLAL
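Measures dequenching upon AP-site incision of a 5'-TAMRA/3'-BHQ-2 THF-containing duplex, 50 nM; human APE1 0.75 nM after 15 min room-temperature exposure to compound; kinetic three-point read at one-minute spacing.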
Apoferritin bind = qHTS Assay for Identification of Novel General Anesthetics | apoferritin/1-aminoanthracene competitive binding, fluorescence | Potency, µM (top dose mostly 77.5 µM), without a hit: top-dose activity change, negative = displacement, actives largely listed as inhibitors | 350,000 tested, 0.074% active | AID 485281, 2010; further: potency means the concentration at half of the fitted maximal effect; on the % scale 0 is the no-effect control and ±100 the full control effect; nearly all actives have a fitted effect of over 20% in size
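Steps: apoferritin (10 uM) was premixed with half-saturated 1-AMA in PBS, compounds were pin-transferred, plates stood 10 min at room temperature, fluorescence was read at 380/535 nm, and curves were fitted with a Hill equation.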
POLB inh = qHTS Assay for Inhibitors of DNA Polymerase Beta; AID 485314, 2010; Potency, µM (series often up to 114 µM), for the others: top-dose activity change, negative = inhibition, usual class: inhibitors; P06746; Pol beta primer extension/strand displacement, fluorescence kinetic; 340,000 tested, 1.3% active; further: potency means the concentration at half of the fitted maximal effect; on the % scale 0 is the no-effect control and ±100 the full control effect
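Kinetic readout of DNA synthesis with strand displacement by Pol beta. Compound and 10 nM enzyme sit 15 min at room temperature; 50 nM substrate starts the reaction, read immediately and at 10 min.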
Tb PGK inh = qHTS Assay to Find Inhibitors of Phosphoglycerate Kinase. 380,000 tested, 0.043% active. AID 602233, 2012. Potency, µM (doses to about 57.5 µM), without a hit: at the highest dose activity change, negative = inhibition, usual class: inhibitors. PGK/GAPDH coupled, Kinase-Glo luminescence, 60 min; further: potency means the concentration at half of the fitted maximal effect; on the % scale 0 is the no-effect control and ±100 the full control effect; nearly all actives have a fitted effect of over 60% in size
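Recombinant glycosomal PGK reaction used 1,3-bisphosphoglycerate generated in-well by GAPDH (100nM final) in 100mM TEA pH 7.6, 5mM MgCl2, 0.01% Tween-20. After 60 minutes at room temperature, ATP was read by Kinase-Glo Plus luminescence end-point.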
POLI inh = qHTS for Inhibitors of Polymerase Iota; DNA polymerase iota (Homo sapiens), Q9UNA4; Pol iota fluorescent replication assay, 10 min; Potency, µM (top dose mostly 115 µM), without a hit: top-dose activity, negative = inhibition, actives largely listed as inhibitors; 390,000 tested, 1% active; AID 588590, 2011; further: potency means the concentration at half of the fitted maximal effect
Target sequence (Q9UNA4 whole entry, looked up): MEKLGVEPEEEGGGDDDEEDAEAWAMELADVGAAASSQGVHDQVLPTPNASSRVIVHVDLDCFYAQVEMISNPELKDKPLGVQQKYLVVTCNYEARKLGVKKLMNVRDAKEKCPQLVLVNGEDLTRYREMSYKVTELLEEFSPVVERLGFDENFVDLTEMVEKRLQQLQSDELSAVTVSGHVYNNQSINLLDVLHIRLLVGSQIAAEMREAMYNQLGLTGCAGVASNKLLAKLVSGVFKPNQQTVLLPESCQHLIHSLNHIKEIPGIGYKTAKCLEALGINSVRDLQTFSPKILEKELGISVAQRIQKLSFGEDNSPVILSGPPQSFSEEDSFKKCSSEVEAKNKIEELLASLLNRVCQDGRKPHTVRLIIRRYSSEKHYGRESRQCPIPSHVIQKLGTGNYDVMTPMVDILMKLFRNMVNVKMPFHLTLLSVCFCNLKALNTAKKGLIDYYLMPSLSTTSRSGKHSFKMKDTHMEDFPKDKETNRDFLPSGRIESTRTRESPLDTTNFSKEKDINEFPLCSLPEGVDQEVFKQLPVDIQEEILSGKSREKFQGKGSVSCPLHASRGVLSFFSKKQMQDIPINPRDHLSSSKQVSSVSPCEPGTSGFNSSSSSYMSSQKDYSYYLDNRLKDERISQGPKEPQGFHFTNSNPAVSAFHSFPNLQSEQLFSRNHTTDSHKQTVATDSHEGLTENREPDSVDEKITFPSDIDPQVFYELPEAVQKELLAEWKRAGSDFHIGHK
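Fluorescent replication assay read twice, at 0 min and 10 min after adding 50 nM (final) substrate. Enzyme (10 nM) and compounds were first incubated 15 min at room temperature; enzyme-free buffer wells were negative controls.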
An asterisk follows results filed as active; i = inactive; ? = inconclusive; / = no result given; [ ] = another dose, or the depositor's remark. Unless noted, the call rests on the fitted dose curve; in most records, active means well fitted curve in the direction sought with a large enough effect; inconclusive means small, poorly fitted or top-dose-only effect, or another doubt; inactive means no such curve, though single readings can be large; an effect the other way counts as inactive or inconclusive.

SMILES	BLM inh	POLH inh	Pol kappa inh	RXFP1 antag	APEX1 inh	Apoferritin bind	POLB inh	Tb PGK inh	POLI inh
COc1ccc(S(=O)(=O)N2CCC(C(=O)Oc3cccc(C)c3)CC2)cc1OC	-10.0%	-0.7%	-10.4%	14.0	-7.8%	-4.4%	-15.1%	-8.5%	2.4%
c1ccc(Nc2nc3ccccc3n3cnnc23)cc1	-0.2%	-3.2%	3.6%	/	1.8%	-16.0%	9.2%	-2.8%	27.5%
Cc1cc(NC(=O)CSc2ncnc3ccccc23)no1	-2.8%	-2.2%	-9.6%	/	10.0%	-7.6%	7.3%	-5.4%	-24.3%
CCCNC(=O)C1CC(c2ccc(C(F)(F)F)cc2)=NO1 (stereo not given)	-0.9%	-4.6%	-1.0%	/	2.6%	-9.6%	-0.9%	1.4%	17.7%
Cc1cc(C)cc(OCC(O)CN2C(=O)NC(C)(C)C2=O)c1 (stereo not given)	-0.7%	-5.0%	11.1%	/	-1.2%	-1.6%	31.3%	-2.1%	-13.1%
O=C1CC(N2CCN(C/C=C/c3ccccc3)CC2)C(=O)N1CCc1ccccc1 (stereo not given)	-1.1%	-2.8%	-12.6%	10.8	2.4%	-15.9%	17.5%	/	-13.8%
Cc1ccc(C(=O)Nc2cccnc2Cl)cc1Cl	-4.4%	-16.3%	-1.9%	13.0	-4.9%	-17.3%	-3.1%	-9.1%	178.6%[activator]
Cc1ccc2c(CN3CCN(S(=O)(=O)c4ccc(Cl)cc4)CC3)cc(=O)oc2c1C	/	-11.4%	0.1%	-10.9	21.7%	/	/	-6.8%	22.1%
COC(=O)C1(C)NC(c2ccc(OC)cc2)C2C(=O)N(c3ccccc3)C(=O)C21 (stereo not given)	-1.9%	-12.8%	-16.0%	17.0	23.1%	-3.7%	14.4%	-9.4%	17.1%
CC(=O)N1CCN(c2ccc([N+](=O)[O-])cc2)CC1	-2.6%	-9.4%	-20.7%	-5.2	3.3%	?	19.9%	4.4%	34.3%[activator]
CCCNC(=O)CSc1nnc(-c2ccccc2Br)n1-c1cccc(C(F)(F)F)c1	3.5%	-6.3%	-6.1%	-38.0	1.9%	2.4%	-2.9%[57.1 µM]	i	27.1%
COc1ccc(CCNC(=O)c2cc3n(n2)CCCN(Cc2ccc(C)cc2)C3=O)cc1OC	0.1%	8.1%	-9.5%[60.1 µM]	-5.7	/	227.5%[activator]	4.0%	-1.0%	-10.3%
c1ccc(N2CC3COc4ccccc4C3=N2)cc1 (stereo not given)	/	-13.0%	-16.9%	-7.2	/	/	/	9.3%	11.5%
c1ccc(-n2cnc3cc(NCc4ccncc4)ccc32)cc1	-2.1%	-2.1%	-6.7%	8.8	-4.2%	-11.8%	-2.0%	3.4%	30.4%[activator]
Cc1cccc(Cn2nnc3c(=O)[nH]c(C4CCN(C(=O)c5ccc(F)cc5)CC4)nc32)c1	0.6%	0.3%	16.1%	-8.4	/	-12.0%	4.0%	-2.3%	-6.8%
CSc1nnnn1-c1cccc(O)c1	-1.0%	-0.2%	-11.8%	22.9	-2.0%	-13.9%	27.5%	-5.0%	4.2%
O=C(NC1CCCC1)c1cc(-c2ccc(Cl)cc2)on1	-4.3%	4.3%	-5.0%	-17.9	31.1%[12.4 µM]	2.9%	0.7%	8.8%	42.1%[activator]
Cc1ccccc1CS(=O)(=O)Cc1ccc(C(=O)NCCCN2CCCC2=O)o1	2.6%	-9.5%	-1.5%	-14.3	-1.8%	-9.8%	15.6%	i	-5.4%
O=C(NC1CCN(Cc2ccccc2)CC1)C1CCN(S(=O)(=O)c2ccccc2)CC1	3.1%	2.2%	7.1%	-8.3	31.8%	4.5%	33.4%	-7.9%	23.1%
O=C(N/N=C/c1cccc(OC(=O)c2cccc(Br)c2)c1)c1ccncc1	-10.4%	5.6%	-10.1%	-31.1	28.0%	?	?	i	?

Complete entries, looked up by structure.
Record of `O=C(NC1CCCC1)c1cc(-c2ccc(Cl)cc2)on1` = BLM inh: -4.3%; POLH inh: 4.3%; Pol kappa inh: -5.0%; RXFP1 antag: -17.9; APEX1 inh: 31.1%[12.4 µM]; Apoferritin bind: 2.9%; POLB inh: 0.7%; Tb PGK inh: 8.8%; POLI inh: 42.1%[activator]
Record of `c1ccc(-n2cnc3cc(NCc4ccncc4)ccc32)cc1` = BLM inh: -2.1%; POLH inh: -2.1%; Pol kappa inh: -6.7%; RXFP1 antag: 8.8; APEX1 inh: -4.2%; Apoferritin bind: -11.8%; POLB inh: -2.0%; Tb PGK inh: 3.4%; POLI inh: 30.4%[activator]
Record of `O=C(N/N=C/c1cccc(OC(=O)c2cccc(Br)c2)c1)c1ccncc1` = BLM inh: -10.4%; POLH inh: 5.6%; Pol kappa inh: -10.1%; RXFP1 antag: -31.1; APEX1 inh: 28.0%; Apoferritin bind: ?; POLB inh: ?; Tb PGK inh: i; POLI inh: ?

Further compounds:
SMILES	BLM inh	POLH inh	Pol kappa inh	RXFP1 antag	APEX1 inh	Apoferritin bind	POLB inh	Tb PGK inh	POLI inh
CCc1ccc(NC(=O)c2ccc3[nH]c(C)c(C)c3c2)cc1	0.1%	-18.9%	-2.0%	-4.4	/	4.5%	-16.4%	-2.7%	8.4%
Cc1cc(C)c(C#N)c(SCC(=O)Nc2nonc2N)n1	-4.8%	-22.7%	-3.4%	-3.1	60.5%	1.2%	-9.9%	i	115.0%[activator]
COc1ccc(C2=C(Nc3ccccc3)c3ccccc3C2=O)cc1	7.5%	-5.7%	0.1%	-4.7	4.8%	-3.4%	18.5%	-6.6%	169.2%[activator]
CCOc1ccc(NC(=O)c2ccc(F)cc2F)cc1	/	-13.0%	-5.3%	/	/	/	/	-11.1%	?
CC(=O)OC1CCC23CC1(C)CCC2C(C)(C)CC3OC(C)=O (stereo not given)	3.1%	/	-9.8%[60.1 µM]	/	3.0%	-16.8%	/	/	/
CCCCCCSc1cccc(-c2nc3ccc(C)cn3c2NC2CCCCC2)c1	/	-11.4%	-0.5%	/	-11.3%	/	/	-0.7%	-3.5%
N#Cc1c(NC(=O)CCCC(=O)O)sc2c1CCCCC2	-10.2%	?	-5.8%	-1.3	?	11.0%	6.2%	-3.0%	27.6%
Cc1nc(Cl)c(C#N)c2c1CCCC2	-4.2%	-5.6%	8.5%	11.5	11.7%	-3.9%	85.6%	i	37.7%[activator]
CCOc1ccccc1N(CC(=O)NCCOC)C(=O)CCC(=O)Nc1ccccn1	4.6%	-18.9%	0.8%	-25.0	6.1%	-2.9%	-18.4%	i	52.9%[activator]
CCCOc1ccc(-c2nn(-c3ccccc3)cc2C2NC(=O)NC(C)=C2C(=O)OC(C)C)cc1 (stereo not given)	-18.9%	?	-19.5%	/	/	4.2%	0.1%	1.4%	15.1%
CC(C)CCNC(=O)c1cc(-c2ccc(Br)s2)nc2ccccc12	-13.0%	-9.5%	-17.9%	-2.8	/	6.6%	3.8%	-2.1%	36.8%[activator]
O=C(CN1CC(=O)Nc2ccccc21)Nc1ccc(F)c(F)c1	-12.7%	-8.6%	-0.2%	0.2	-2.6%	-17.1%	11.8%	-8.4%	42.2%[activator]
CC(=O)c1cc(-c2ccccc2)n(CC(=O)N2CCCCC2)c1C	-1.8%	-13.4%	-11.0%	6.2	3.3%	-4.2%	13.9%	i	13.3%
O=C(c1ccc(OC2CCN(Cc3ccccn3)CC2)cc1)N1CCCCO1	-1.3%	-19.7%	-6.8%	-37.6	-6.1%	-0.9%	-9.0%	14.6%	63.8%[activator]
Cc1ccc(NC(=O)c2ccc3c(c2)C(=O)N(CC2CCCO2)C3=O)cc1C (stereo not given)	0.7%	-14.7%	-17.1%	-36.3	0.2%	?	-0.2%	1.3%	49.5%[activator]
Cc1cccc(C(=O)Nc2ccc(C(=O)N/N=C/c3ccc4c(c3)OCO4)cc2)c1	-14.9%	-8.6%	-1.7%	-22.8	-6.5%	-0.9%	35.5µM*	-2.8%	0.9%
CC(=O)N1CCCc2cc(S(=O)(=O)N(CC(C)C)CC(C)C)ccc21	-3.9%	-6.3%	-2.3%	4.0	12.4%	?	18.5%	-12.0%	?
CCC(C)N1CCC2(CC1)N=c1c(c3c4c5c(C)c(O)c3c(O)c1=NC(=O)C(C)=CC=C[C@H](C)[C@H](O)[C@@H](C)[C@@H](O)[C@@H](C)[C@H](OC(C)=O)[C@H](C)[C@@H](OC)C=CO[C@@](C)(O5)C4=O)N2 (stereo not given in full)	/	-21.7%	-2.0%	/	-7.3%	/	/	-13.9%	16.8%
Cc1cccc(NC(=O)COC(=O)c2cccc(S(=O)(=O)N3CCCCCC3)c2)c1	/	-13.5%	5.0%	-2.8	12.4%	/	/	-7.2%	?
O=C(C1CCC1)N1CCN(S(=O)(=O)c2ccc([N+](=O)[O-])cc2)CC1	/	-16.2%	7.3%	5.1	9.6%	/	/	-4.3%	-17.4%
CC1CCCCC1NC(=O)COC(=O)c1ccc2c(c1)NC(=O)CS2 (stereo not given)	/	-19.7%	-23.2%	-4.6	0.8%	/	/	-6.3%	15.8%
Cn1c(CC(=O)NNC(=O)c2ccccc2F)nc2ccccc21	/	-3.7%	-2.2%	-9.5	6.1%	/	/	1.6%	70.8µM*
O=C(NN1CCOCC1)c1cc(-c2ccncc2)nc2ccccc12	1.6%	-21.3%	6.2%	-12.6	4.0%	-9.1%	2.1%	-1.4%	203.6%[activator]
COc1ccc(CNC(=O)c2cc3cc4cc(OC)ccc4nc3o2)cc1	-5.3%	-14.2%	3.5%	/	/	-1.3%	35.0%	i	13.0%
CN1CCN(c2ccc(C(CC(N)=O)NC(=O)Cc3cccc4ccccc34)cc2[N+](=O)[O-])CC1 (stereo not given)	-0.1%	1.1%	-4.4%	/	-4.7%	-8.1%	28.4%	-2.8%	-11.5%

Some of the compounds tested, so the mix of outcomes need not match the whole.
